BAZ2B block: qHTS Assay for Inhibitors of BAZ2B. Bromodomain adjacent to zinc finger domain protein 2B (Homo sapiens), Q9UIF8. AlphaScreen BAZ2B-H3K14Ac peptide displacement. Potency, µM (series often up to 114 µM), for inactives: top-dose activity change, negative = inhibition, actives largely listed as inhibitors. 360,000 tested, 4.4% active; further: on the % scale 0 is the no-effect control and ±100 the full control effect; nearly all actives have a fitted effect of over 60% in size
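BAZ2B 50 nM plus b-H3(5-23)K14Ac 50 nM, PBS pH 7.4/0.01% Tween-20, 30 min RT; compound added (max 110 uM), 30 min RT; streptavidin donor/Ni-chelate acceptor beads 10 ug/mL final, 20 min dark; AlphaScreen read.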
HP1b chromo inh: HTS for Inhibitors of HP1-beta Chromodomain Interactions with Methylated Histone Tails; 390,000 tested, 0.56% active; Potency, µM (doses to about 114 µM), for the others: at the top dose activity change, negative = inhibition, hits mostly inhibitors; Chromobox protein homolog 1 (Homo sapiens), P83916; AlphaScreen HP1-beta / biotin-H3K9me3 peptide binding; further: nearly all actives have a fitted effect of over 70% in size; inactives centre near 23
Target sequence (P83916 whole entry, looked up): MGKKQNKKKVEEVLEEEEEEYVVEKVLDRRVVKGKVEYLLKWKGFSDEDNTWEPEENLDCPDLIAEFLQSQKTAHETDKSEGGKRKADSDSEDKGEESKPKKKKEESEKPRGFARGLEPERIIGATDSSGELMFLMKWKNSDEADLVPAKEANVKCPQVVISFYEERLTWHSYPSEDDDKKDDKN
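AlphaScreen: HP1-beta (50 nM) preformed 30 min with biotin-H3(1-18)K9me3 peptide (50 nM) in PBS pH 7.4, 0.01% Tween-20. Compound added for 30 min at RT, then streptavidin donor/nickel chelate acceptor beads (10 ug/mL) for 30 min.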
POLI inh: qHTS for Inhibitors of Polymerase Iota | Potency, µM (top dose mostly 115 µM), for inactives: top-dose activity, negative = inhibition, most hits filed as inhibitors | Pol iota fluorescent replication assay, 10 min | AID 588590, 2011 | 390,000 tested, 1% active | DNA polymerase iota (Homo sapiens), Q9UNA4
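Pol iota at 10 nM preincubated 15 min with compounds at room temperature; reaction started with fluorescent substrate, 50 nM final. Fluorescence read kinetically at 0 and 10 min; buffer-only wells as negative control.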
BLM inh: qHTS Assay for Inhibitors of Bloom's syndrome helicase (BLM) | recombinant BLM DNA unwinding, fluorescence dequenching | Potency, µM (series often up to 56.1 µM), without a hit: at the highest dose activity change, negative = inhibition, usual class: inhibitors | 350,000 tested, 0.2% active | AID 2528, 2010;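 further: plate controls were vehicle for no effect and no enzyme for full effect; nearly all actives have a fitted effect of over 35% in size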
JMJD2A Tudor inh: qHTS Assay for Inhibitors of JMJD2A-Tudor Domain; AlphaScreen JMJD2A-Tudor / H3K4me3 peptide binding; Potency, µM (highest dose often 114 µM), inactives show top-dose activity change, negative = inhibition, most hits filed as inhibitors; 390,000 tested, 4.4% active; AID 504339, 2011; further: on the % scale 0 is the no-effect control and ±100 the full control effect; nearly all actives have a fitted effect of over 50% in size
GLS inhibitor: qHTS for Inhibitors of Glutaminase (GLS); Glutaminase kidney isoform, mitochondrial (Homo sapiens), O94925; GLS enzymatic activity, qHTS titration; Potency, µM (series often up to 45.5 µM), without a hit: at the highest dose activity change, negative = inhibition, actives largely listed as inhibitors; 410,000 tested, 0.21% active; AID 624170, 2012; further: on the % scale 0 is the no-effect control and ±100 the full control effect
Target sequence (O94925 whole entry, looked up, canonical isoform): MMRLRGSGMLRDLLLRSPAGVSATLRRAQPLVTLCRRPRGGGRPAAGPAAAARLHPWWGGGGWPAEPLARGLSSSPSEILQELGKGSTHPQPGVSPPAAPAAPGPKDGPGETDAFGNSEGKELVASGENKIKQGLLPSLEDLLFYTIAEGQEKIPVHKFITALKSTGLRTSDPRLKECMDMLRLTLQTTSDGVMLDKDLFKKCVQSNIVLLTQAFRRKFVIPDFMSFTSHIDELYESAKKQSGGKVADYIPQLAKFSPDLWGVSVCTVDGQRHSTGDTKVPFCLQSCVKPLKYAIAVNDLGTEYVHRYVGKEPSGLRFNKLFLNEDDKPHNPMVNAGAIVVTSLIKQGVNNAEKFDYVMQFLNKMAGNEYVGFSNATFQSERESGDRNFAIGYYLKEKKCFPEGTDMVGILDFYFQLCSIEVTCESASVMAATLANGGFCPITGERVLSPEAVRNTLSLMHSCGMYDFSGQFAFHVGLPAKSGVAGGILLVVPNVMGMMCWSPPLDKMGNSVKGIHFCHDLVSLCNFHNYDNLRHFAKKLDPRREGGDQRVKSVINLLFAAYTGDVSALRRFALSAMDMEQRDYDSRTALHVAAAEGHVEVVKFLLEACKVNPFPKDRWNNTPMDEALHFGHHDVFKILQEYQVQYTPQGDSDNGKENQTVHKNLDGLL
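Enzyme dispensed in phosphate buffer (45 mM, pH 8.2, 0.02% Tween-20), compounds pinned in, then 1 mM L-glutamine solution and the glutamate oxidase–HRP–Amplex Red mix added; fluorescence read immediately and again after 30 min at room temperature.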
Pin1 inhibitor: qHTS Assay to Find Inhibitors of Pin1; Peptidyl-prolyl cis-trans isomerase NIMA-interacting 1 (Homo sapiens), Q13526; Potency, µM (series often up to 115 µM), for the others: at the highest dose activity, negative = inhibition, usual class: inhibitors; Pin1 FP peptide displacement, HiFluor488, 10 min; 390,000 tested, 0.009% active; active means well fitted inhibition curve with a large enough effect in the polarisation, with a control signal flat, not every such curve was filed as active; inconclusive means small, poorly fitted or top-dose-only effect, or effect the other way, or a change in a side signal; inactive means no such curve, though single readings can be large or run the other way; the % refers to the polarisation; further: on the % scale 0 is the no-effect control and ±100 the full control effect
Target sequence (Q13526 whole entry, looked up): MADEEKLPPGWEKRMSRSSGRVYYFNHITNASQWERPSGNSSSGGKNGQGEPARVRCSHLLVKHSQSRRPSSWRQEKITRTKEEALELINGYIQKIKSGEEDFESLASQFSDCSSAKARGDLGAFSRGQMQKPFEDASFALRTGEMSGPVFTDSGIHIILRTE
PGK inhibitor: qHTS Assay to Find Inhibitors of Phosphoglycerate Kinase. AID 602233, 2012. 380,000 tested, 0.043% active. PGK/GAPDH coupled, Kinase-Glo luminescence, 60 min. Potency, µM (series often up to 57.5 µM), for the others: top-dose activity change, negative = inhibition, usual class: inhibitors; further: on the % scale 0 is the no-effect control and ±100 the full control effect; nearly all actives have a fitted effect of over 60% in size
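Luminescent ATP detection (Kinase-Glo Plus) follows a 60-minute room-temperature incubation, with wells lacking PGK as controls. Buffer: 100 mM TEA (pH 7.6), 5 mM MgCl2, 0.01% Tween-20. Coupling enzyme GAPDH (100 nM final) supplies unstable 1,3-BPG in-well.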
G9a block: qHTS Assay for Inhibitors of Histone Lysine Methyltransferase G9a; Histone-lysine N-methyltransferase EHMT2 (Homo sapiens), Q96KQ7; G9a H3K9 monomethylation, AlphaScreen, 2 h; Potency, µM (highest dose often 102 µM), without a hit: top-dose activity, negative = inhibition, actives largely listed as inhibitors; 350,000 tested, 8.8% active; AID 504332, 2011; further: on the % scale 0 is the no-effect control and ±100 the full control effect; nearly all actives have a fitted effect of over 75% in size
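AlphaScreen detection with an anti-monomethyl H3K9 antibody quantified product after a 2 h room-temperature reaction containing 500 nM biotinylated H3K9 peptide, 20 µM SAM and 20 nM enzyme, which had been preincubated 15 min with compound.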
The depositor's hits bear a star; i = inactive; ? = inconclusive; · = not tested or not shown; & = joins results of further samples; [ ] = another dose, or the depositor's remark. Unless noted, the call rests on the fitted dose curve; in most records, active means well fitted curve in the direction sought with a large enough effect; inconclusive means small, poorly fitted or top-dose-only effect, or another doubt; inactive means no such curve, though single readings can be large; an effect the other way counts as inactive or inconclusive. Potency means the concentration at half of the fitted maximal effect. Some of the compounds tested; the hit share may differ from the screen's.

BAZ2B block,GLS inhibitor,HP1b chromo inh,BLM inh,Pin1 inhibitor,JMJD2A Tudor inh,PGK inhibitor,G9a block,POLI inh,canonical_smiles
?,17.0%,-7.0%,-3.2%,0.5%,?,-4.8%,5.4%[59 µM],?,CC(=O)OC1COC(N2CCc3ccccc32)C(OC(C)=O)C1OC(C)=O (stereo unspecified)
12.3%,0.0%,23.8%,3.6%,1.8%,-6.3%,-5.1%,-26.2%,10.6%,CN(C)S(=O)(=O)c1ccc(NC(=S)NC(=O)Cc2ccccc2)cc1
1.5%,8.9%,29.8%,2.3%,35.4%[activator],-11.5%,-8.6%,-0.5%,12.5%,Cc1cc(/C=C(\C#N)C(=O)NC2CCCCCC2)c(C)[nH]1
-24.3%,4.4%,13.3%,-1.9%,-3.1%,-24.8%,i,5.3%,15.8%,COc1ccc(NC(=O)NCCN2CCN(c3ccc(C)cc3)CC2)c(Cl)c1
-0.4%,-2.0%,30.4%,-10.3%,?,14.2%,8.7%,1.1%[12.7 µM],7.7%,CCc1cccc(NC(=O)CN2CCCN(Cc3cccc(C)c3)S2(=O)=O)c1
·,13.1%,?,0.4%,0.5%,?,i,44.7µM*,36.5%[activator],CCc1ccc(-c2cc(N)n(-c3ccccc3)n2)cc1
-3.2%,3.7%,39.5%[activator],-13.0%,-8.0%,-10.6%,-2.3%,-3.0%,72.9%[activator],CC(=O)C1=C(C)OC(N)=C(C#N)C1c1cccnc1 (stereo unspecified)
-0.1%,-7.5%,1.7%,-0.8%,-11.0%,-12.0%,-1.5%,9.1%,35.5%[activator],CC(C)(C)NC(=O)COc1ccc(CNc2ncn[nH]2)cc1
-27.2%,18.2%,22.4%,0.7%,-9.8%,-17.9%,-7.2%,?,22.1%,CCOc1ccc(C2NC(=O)C(C#N)=C(S)N2c2ccc(C)cc2)cc1OC (stereo unspecified)
14.0%,0.3%,46.8%[activator],2.0%,1.0%,-10.8%,-3.8%,3.1%,1.1%,O=C(CCCCCN1C(=O)c2ccccc2C1=O)Nc1nccs1
-1.9%,-1.5%,23.6%,-3.3%,-1.0%,-8.3%,-10.1%,?,20.5%,CCCCC1CCC(C(=O)OC(C)C(=O)Nc2ccc(NC(C)=O)cc2)CC1 (stereo unspecified)
-5.9%,-2.8%,50.1%[activator],-0.4%,-6.3%,8.8%,-7.9%,4.2%[0.501 µM],7.5%,O=C(CCN1CCN(c2ccccc2F)CC1)Nc1ccc(F)cc1
10.4%,7.1%,9.1%,3.1%,-2.4%,-10.0%,10.2%,-5.3%[59 µM],15.9%,O=C(NC1c2ccccc2-c2ccccc21)N1CCCCC1
·,-0.6%,10.5%,-3.2%,7.7%,-18.0%,-5.3%,-11.1%[59 µM],?,CCC(=O)N1CCc2cc(S(=O)(=O)NC(Cc3ccccc3)C(=O)NCc3cccc(OC)c3)ccc21 (stereo unspecified)
-8.1%,-4.2%,30.6%,-4.4%,?,-3.2%,4.4%,-28.0%,5.1%,O=C(Cc1ccc(-n2c(=O)c3sccc3n(CC(=O)Nc3ccccc3F)c2=O)cc1)NCc1ccco1
-31.9%,-0.5%,17.1%,-5.9%,-8.0%,-22.9%,-1.2%,-22.0%[59 µM],12.3%,CCOc1ccc(-n2c(SCC(=O)Nc3cc(OC)c([N+](=O)[O-])cc3C)nc3ccccc32)cc1
-4.1%,5.2%,17.5%,-4.7%,9.4%,-5.0%,-5.0%,?,1.4%,CCOC(=O)Cc1nnn(CC(=O)OCC)n1
3.4%,-12.6%,6.6%,-0.6%,1.2%,-21.1%,-0.8%,0.9%[59 µM],4.7%,CC(=O)c1cccc(-n2c(=O)c3c4c(sc3n(CC(=O)c3ccccc3)c2=O)CN(C(C)=O)CC4)c1
-1.9%,-16.1%,-11.8%,-6.9%,?,-18.5%[11.4 µM],-0.3%,8.6%[12.7 µM],-9.9%,Cc1ccc(-c2cc(C(F)F)n3ncc(C(=O)NCc4ccco4)c3n2)cc1
-3.7%,1.3%,39.2%,-5.0%,0.1%,-10.3%,-1.9%,10.5%[59 µM],-10.9%,Cc1ccc(-c2nn3c(C)nnc3s2)cc1NC(=O)CSc1ccc(Cl)cc1
-5.3%,-8.9%,17.7%,-7.4%,12.9%,-22.9%,-3.9%,-4.6%[59 µM],27.1%,Cc1cccc(C)c1NC(=O)CNC(=O)CCC(=O)c1cccs1
·,0.4%,40.4%[activator],·,0.9%,-7.7%,-0.2%,·,-18.8%,O=C(O)c1ccccc1C(=O)c1ccc(F)c(F)c1
·,·,21.3%,·,?,-19.7%,·,·,-15.1%,COc1ccc(C#Cc2c[nH]c(=O)c3cncnc23)cc1OC
2.8%,-11.1%,10.3%,-1.9%,10.7%,-6.8%,-7.2%,-50.0%[12.7 µM],-3.4%,O=C(c1ccc(Br)o1)N1CCN(c2ccccn2)CC1
11.6%,·,20.2%,-0.9%,0.1%,13.7%,-6.9%,23.5%[12.7 µM],7.9%,COC(=O)Nc1ccccc1C(=O)N1CCCCC1
-16.2%,-13.8%,37.1%,-3.4%,1.3%,0.8%,1.1%,1.2%,146.1%[activator],O=C(CCSc1ccc(Cl)cc1)NCc1ccccn1
-7.6%,-21.8%,42.9%[activator],-0.3%,-2.4%,-3.4%[11.4 µM],i,-0.9%[2.33 µM],0.1%,O=C(O)CNS(=O)(=O)c1ccc(Br)s1
3.2%,-1.5%,39.7%[activator],-2.7%,-0.8%,-4.8%,4.5%,-1.4%,23.4%,COC(=O)c1ccccc1NC(=O)NC1CCC(C)CC1 (stereo unspecified)
-17.8%,0.0%,22.4%,0.1%,2.7%,-8.8%,-7.7%,6.8%,5.6%,CSCC[C@H](NC(=O)C1CCCC1)c1nc2ccccc2[nH]1
0.4%,-1.1%,52.6%[activator],2.4%,3.2%,-3.2%,3.9%,-20.4%[59 µM],7.8%,CC(C)(C)NC(=O)COC(=O)c1nsc(Cl)c1Cl

Whole records from above. Screens in order: BAZ2B block, GLS inhibitor, HP1b chromo inh, BLM inh, Pin1 inhibitor, JMJD2A Tudor inh, PGK inhibitor, G9a block, POLI inh
Cc1cc(/C=C(\C#N)C(=O)NC2CCCCCC2)c(C)[nH]1 across the screens: 1.5%, 8.9%, 29.8%, 2.3%, 35.4%[activator], -11.5%, -8.6%, -0.5%, 12.5%
O=C(CCN1CCN(c2ccccc2F)CC1)Nc1ccc(F)cc1 across the screens: -5.9%, -2.8%, 50.1%[activator], -0.4%, -6.3%, 8.8%, -7.9%, 4.2%[0.501 µM], 7.5%
CCc1cccc(NC(=O)CN2CCCN(Cc3cccc(C)c3)S2(=O)=O)c1 across the screens: -0.4%, -2.0%, 30.4%, -10.3%, ?, 14.2%, 8.7%, 1.1%[12.7 µM], 7.7%
O=C(O)c1ccccc1C(=O)c1ccc(F)c(F)c1 across the screens: ·, 0.4%, 40.4%[activator], ·, 0.9%, -7.7%, -0.2%, ·, -18.8%
CC(=O)c1cccc(-n2c(=O)c3c4c(sc3n(CC(=O)c3ccccc3)c2=O)CN(C(C)=O)CC4)c1 across the screens: 3.4%, -12.6%, 6.6%, -0.6%, 1.2%, -21.1%, -0.8%, 0.9%[59 µM], 4.7%

The listing continues.
BAZ2B block,GLS inhibitor,HP1b chromo inh,BLM inh,Pin1 inhibitor,JMJD2A Tudor inh,PGK inhibitor,G9a block,POLI inh,canonical_smiles
8.9%,-3.0%,33.6%,-1.9%,-3.3%,-10.6%,-10.5%,·,-6.1%,Cc1ccc(C(=O)Nc2ccc(C(=O)NCC3CCCO3)cc2)cc1 (stereo unspecified)
-11.1%,-7.7%,10.3%,3.5%,21.7%,-15.3%,-4.6%,-1.2%[59 µM],-4.8%,O=C(CC1N=C2c3ccccc3N=C(SCc3ccccc3F)N2C1=O)NCc1ccc2c(c1)OCO2 (stereo unspecified)
0.0%,-2.9%,12.6%,3.9%,2.8%,-3.6%,-4.3%,10.6%[59 µM],-0.7%,CC1CC(=O)Nc2ccccc2S1(=O)=O (stereo unspecified)
-1.8%,-14.3%,64.8%[activator],-9.3%,1.2%,19.2%,-8.7%,80.9%[activator],-10.5%,CCOC(=O)c1ccc(NC(=O)C2(c3ccc(Cl)cc3)CCCC2)cc1
-24.4%,1.1%,28.1%,-7.9%,-1.3%,?,0.6%,-35.2%,?,CNc1ccc(C(=O)c2ccccc2C(=O)O)cc1[N+](=O)[O-]
-3.2%&-12.7%,-7.3%&-1.6%,-14.0%&10.0%,0.6%&-4.5%,-6.4%&-8.1%,-7.0%&-8.7%,-0.5%&4.6%,18.3%,20.7%&5.1%,CC(C)Oc1ccccc1NC(=O)CSc1nccn1C
-8.9%,0.8%,39.6%[activator],-2.8%,-9.5%,-19.0%,-1.2%,-16.9%[59 µM],8.4%,CCOC(=O)CSc1nc2sc3c(c2c(=O)n1-c1ccccc1)CCC(C(C)(C)C)C3 (stereo unspecified)
14.9%,0.5%,15.5%,-1.0%,-0.5%,-14.9%,1.6%,-5.1%[2.33 µM],12.7%,O=C(OCc1ccccc1Cl)c1ccc(-n2cnnc2)cc1
